Screening data from PubChem BioAssay.
NS5 inhibitors – Dengue-2 NS5 methyltransferase inhibitors, primary screen, biochemical, confirmation dose response (AID 588689) | Dengue-2 NS5 methyltransferase capping enzyme assay, biochemical; higher % means a stronger effect | inhibition, % at 25 µM, or IC50 in µM where a hit was titrated | actives 0.3% (n = 340,000); in the data active = a potency from the dose series
AID2073 – inhibitors of Mint1-CaV2.2 protein interaction, biochemical, HTRF (AID 2073); HTRF protein-protein interaction, Mint1-CaV2.2; higher % means a stronger effect; inhibition, % at 20 µM; hits with a dose series show IC50 in µM; actives 0.19% (n = 290,000); in the data active = inhibition mostly above about 51%, no sharp cut-off; note: some results filed as inactive read as strong as hits
HIV fusion peptide – inhibitors of HIV fusion peptide binding, primary screen, biochemical, uHTS, fluorescence dequenching (AID 1986) | cell-free peptide binding, fluorescence dequenching, 30 min; higher % means a stronger effect | inhibition, % at 20 µM, or IC50 in µM where a hit was titrated | actives 0.3% (n = 290,000); in the data active = inhibition mostly above about 52%, no sharp cut-off; inactive = mostly below about 76%; note: some results filed as inactive read as strong as hits
NOD2 inhibition – NOD2 signaling inhibitors, cell-based, luminescence, uHTS, HEK293 (AID 1566); HEK293 NOD2/NF-kB luciferase reporter, luminescence; higher % means a stronger effect; inhibition, % at 4 µM; hits with a dose series show EC50 in µM; actives 0.63% (n = 290,000); note: many of its hits are not listed in these tables
KOR beta-arrestin-1 – kappa opioid receptor activators – cell-based, luminescence, uHTS, primary screen (AID 1777). one-dose activation, % at 10 µM; EC50 in µM for titrated hits. actives 0.02% (n = 280,000). KOR beta-arrestin recruitment, luminescence; higher % means a stronger effect; in the data active = activation above about 50%, passing the limit was not always enough; note: a part of the inactive calls stands beside numbers as strong as those of hits
NOD1 inhibition – NOD1 signaling inhibitors, primary screen, cell-based, luminescence, uHTS (AID 1578) | inhibition, % at 4 µM, or EC50 in µM where a hit was titrated | NOD1-driven NF-kB luciferase reporter cells, luminescence; higher % means a stronger effect | actives 1% (n = 290,000); in the data active = inhibition mostly above about 36%, no sharp cut-off; inactive = mostly below about 34%;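 note: HEK-293T reporter cells stimulated with the NOD1 agonist gamma-tri-DAP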
Yfh1-depleted yeast – enhancers of respiration in Yfh1-depleted yeast, dose response, Friedreich's ataxia, plus single-dose screen (AID 1465); S. cerevisiae Yfh1-off respiration, WST-1 reduction, 72 h; higher fold induction means a stronger effect; one-dose fold induction at 50 µM; EC50 in µM for titrated hits; actives 0.074% (n = 220,000);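 active = fold induction of absorbance versus untreated yeast above a set limit, then at least 30% activation at any dose in follow-up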;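 note: activators that raise dye reduction in frataxin-depleted yeast; strong numbers were not always called active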
KOR beta-arrestin-2 – KOR antagonists, beta-arrestin recruitment, cell-based, luminescence, uHTS (AID 1778); actives 0.091% (n = 290,000); KOR beta-arrestin recruitment, luminescence, antagonist mode; higher % means a stronger effect; one-dose inhibition, % at 10 µM; IC50 in µM for titrated hits; note: strong numbers were not always called active
West Nile antiviral – inhibition of WNV-induced cytopathic effect – cell-based, CPE readout (AID 1621); West Nile virus-infected cells, CPE inhibition; higher % means a stronger effect; one-dose CPE inhibition, % at 10 µM; IC50 in µM for titrated hits; actives 0.02% (n = 290,000); in the data active = a potency from the dose series; note: strong numbers were not always called active
NS5 inhibitors pilot replicate – second read-out of NS5 inhibitors, no call of its own (marks repeat the call); inhibition, %; measured here: pilot screen replicate inhibition
An asterisk follows results filed as active; i = inactive; . = not tested or not shown; [ ] = dose if it differs, or a comment. Cut-off read from the data, not from the text of the source, unless noted: active = inhibition above about 50%; inactive = the rest.

SMILES	NS5 inhibitors	AID2073	HIV fusion peptide	NOD2 inhibition	KOR beta-arrestin-1	NOD1 inhibition	Yfh1-depleted yeast	KOR beta-arrestin-2	West Nile antiviral	others
COc1ncnc2c1N[C@@](C)(O)c1c(F)c(F)c(F)c(F)c1S2	-8%	-8%	-0.9%	-18%	-4.6%	13%	i	-56%	0.4%
CC(=O)Nc1ccc(OCCOc2ccc(NC(C)=O)cc2)cc1	-4%	-4%	2.4%	0%	-0.2%	7%	.	-1%	0.1%
COc1cccc(NC(=S)N(CCCN2CCOCC2)C(C)c2cc3ccccc3o2)c1 (configuration not stated)	-7%	-15%	-0.6%	-19%	3.2%	-2%	i	-22%	-0.3%
COc1ccccc1N(CC(=O)NC(C)(C)C)C(=O)CCC(=O)Nc1ccccn1	1%	-10%	0.7%	-3%	0.5%	-17%	.	-2%	-1.1%
COc1cccc(NC(=S)N2CCN(S(=O)(=O)c3ccccc3)CC2)c1	11%	-15%	-0.4%	9%	5.0%	-10%	.	-22%	-0.5%
CC(=O)c1ccc(S(=O)(=O)N2CCC(NC(=O)Nc3cccc(F)c3)CC2)cc1	-1%	8%	1.5%	0%	3.5%	-33%	i	-14%	-0.1%
CCOC(CNc1ncnc2c1cnn2C)OCC	-1%	1%	-0.3%	14%	-4.7%	-22%	i	-39%[20 µM]	0.6%
O=C(COC(=O)COc1ccccc1)Nc1cccc([N+](=O)[O-])c1	3%	-4%	-2.4%	20%	-5.1%	0%	i	15%	.
COc1ccc(N2CCN(S(=O)(=O)CCNC(=O)COc3ccc(Cl)cc3)CC2)cc1	-3%	14%	1.2%	2%	-4.9%	-41%	.	-59%	-0.1%
Nc1nc(-c2ccccc2)nc2sc3c(c12)CCCC3	-4%	-4%	1.6%	-129%	1.2%	-88%	i	-14%	-0.9%
C=CCN(C(=O)CCC(=O)Nc1cc(C)on1)C(C(=O)NC1CCCC1)c1ccc(C)cc1 (configuration not stated)	-10%	5%	-1.4%	0%	-2.7%	0%	.	11%	-1.1%
CCCn1c(SCC(=O)NC(C)(C)C)nnc1-c1ccco1	-11%	-1%	-0.3%	20%	-5.2%	-42%	i	-34%	-0.2%
Cc1noc(C)c1C(=O)NC1CCCc2ccccc21 (configuration not stated)	-9%	-2%	1.2%	9%	-0.3%	-23%	i	16%	0.2%
CN(c1cccc(NC(=O)COc2ccc(Cl)cc2Cl)c1)S(C)(=O)=O	1%	-4%	0.3%	-24%	-0.6%	-44%	i	6%	-0.3%
Cc1ccc(Oc2ccc(-c3nc(N)nc(N)n3)cc2)cc1C	0%	-1%	-0.8%	2%	-1.0%	3%	i	-29%	-0.3%
O=S(=O)(c1cccs1)N1CCN(Cc2cccc(F)c2)CC1	-4%	18%	1.0%	-5%	1.1%	-52%	.	-6%	0.8%
Cc1ccc(-n2nc(C(=O)O)nc2-c2ccccc2)cc1	-7%	-1%	-1.1%	-8%	-2.7%	0%	i	0%	0.3%
CCn1cnc2c1c(=O)n(CC(=O)NCc1ccccc1)c(=O)n2Cc1ccccc1	-7%	7%	1.5%	-3%	-3.6%	-36%	i	-5%	-0.1%
COc1ccc(N2CCN(C(=O)CS(=O)Cc3nc(-c4ccc(OC)c(OC)c4)oc3C)CC2)cc1 (configuration not stated)	2%	-1%	-1.3%	24%	4.0%	-12%	.	29%	-0.1%
CC(C)CCSc1nnc(Cn2c(=O)sc3ccccc32)n1C	-1%	8%	-1.1%	22%	4.5%	-28%	i	4%	-0.7%
CCOc1cc(/C=N/n2cnnc2)cc(Br)c1O	19%	1%	12%	-13%	2.9%	-3%	i	8%	0.0%
CC12CCC(C(=O)N(CCC#N)CCC#N)(CC1=O)C2(C)C (configuration not stated)	0%	-2%	-0.5%	6%	0.1%	15%	i	3%	0.3%
Clc1ccc(Cc2noc(-c3cccs3)n2)cc1	1%	9%	1.2%	-30%	-5.4%	-51%	i	-3%	.
COc1ccc(N2C(=O)NC(=O)C2=O)cc1	-2%	-4%	-0.3%	-4%	1.5%	-18%	.	-10%	1.9%
Cc1c(/C=C/C(=O)c2ccc(O)cc2)cnn1C	-4%	8%	-0.2%	-48%	-5.4%	-30%	i	-18%	-0.1%

(cont.)
SMILES	NS5 inhibitors	AID2073	HIV fusion peptide	NOD2 inhibition	KOR beta-arrestin-1	NOD1 inhibition	Yfh1-depleted yeast	KOR beta-arrestin-2	West Nile antiviral	others
COc1ccccc1NC(=O)Cc1cccc2ccccc12	-5%	7%	0.6%	8%	4.5%	-11%	.	-37%[20 µM]	-0.6%	NS5 inhibitors pilot replicate=-4.6
CCCCOc1ccccc1C(=O)NNC(=S)NC(=O)c1ccccc1[N+](=O)[O-]	7%	2%	11%	29%	-6.0%	-12%	.	-26%[20 µM]	-0.6%
COc1ccc(NC(=O)c2c(-c3ccccc3)noc2C)c(OC)c1	-1%	-3%	0.1%	-1%	0.4%	-13%	i	-23%	0.1%
O=C(Nc1ccc(Cl)cc1)N1CCCC1	-1%	1%	3.1%	-16%	-4.5%	-21%	i	0%	-0.6%
C=CCCC(=O)NC1CC(C)(C)Cc2c1cnn2-c1cccc(F)c1 (configuration not stated)	0%	-8%	-1.9%	-14%	-3.8%	-29%	.	-24%[20 µM]	-1.4%
CC1CCCC(C)N1CC(C)(C)NS(=O)(=O)c1ccc(Cl)cc1 (configuration not stated)	5%	6%	3.6%	-2%	-1.5%	-5%	i	-44%	0.1%
CCOc1ccccc1/C=N/n1c(C)nc2ccccc2c1=O	6%	-3%	-0.9%	-2%	-2.4%	-6%	.	3%	-0.5%
C=CCn1c(SCC(=O)c2[nH]c(C)c(C(=O)OCC)c2C)nc2scc(-c3ccccc3)c2c1=O	1%	-3%	2.8%	-37%	-2.7%	-38%	i	-1%	11%
Cc1c(Br)c([N+](=O)[O-])nn1C(C)C(=O)Nc1nccs1 (configuration not stated)	-3%	-1%	1.7%	-17%	5.7%	-47%	i	-33%	1.1%
N#C/C(=C\Nc1ccc2c(c1)OCCO2)c1nc(-c2ccccc2)cs1	-7%	-1%	16%	19%	-1.2%	-30%	i	-23%	0.1%
Cc1ccc2nc3sc(C(=O)NCc4ccco4)c(N)c3cc2c1	4%	16%	24%	23%	3.1%	-5%	i	0%	0.1%
O=C1Nc2ccc(Br)cc2C1(O)c1ccc(F)cc1 (configuration not stated)	-2%	48%	-0.5%	-9%	-3.2%	-11%	.	-25%	-0.4%
Cc1ccc(-c2nc3ncccc3o2)cc1NC(=O)c1cc2ccccc2o1	2%	2%	-1.2%	8%	-3.2%	-8%	i	0%	-0.3%
CC1C(=O)Nc2ccc(S(=O)(=O)NCc3ccc(Cl)cc3)cc2NC1=O (configuration not stated)	2%	18%	1.0%	16%	-3.5%	-6%	.	-5%[20 µM]	-0.5%
Cc1ccc(NC(=O)C2CCN(C(=O)NC3CCCCC3)CC2)c(C)c1	-6%	7%	-2.2%	26%	-5.8%	8%	i	0%	-1.0%
CC(C)[C@H](NC(=O)C1CCN(S(=O)(=O)c2ccc(F)cc2)CC1)C(=O)NCc1ccco1	2%	5%	1.0%	6%	2.5%	-17%	.	-23%	-0.4%
NS(=O)(=O)c1ccc(CCNCC(=O)NC2CC2)cc1	4%	6%	0.9%	10%	-0.7%	0%	i	14%	1.6%
CN(C)C(=S)Nc1ccc(N2CCOCC2)cc1	2%	-21%	-0.7%	5%	4.9%	-12%	i	-8%	-0.2%
Cc1cc(NC(=O)COc2ccc3ccccc3c2)no1	0%	0%	-1.7%	-25%	3.0%	-39%	.	-17%	-0.5%
CC1CN=C(NC2CCCCC2C)S1 (configuration not stated)	0%	-14%	2.2%	15%	18%	-12%	i	27%	-0.2%
O=C(C(=O)N1CCOCC1)c1cn(CC(=O)N2CCCCC2)c2ccccc12	0%	-2%	1.1%	6%	0.6%	-10%	.	-9%	0.0%
O=C(OCc1cnc(Cl)s1)c1cccc(Cl)c1	-1%	-12%	-3.7%	20%	-3.2%	.	i	-4%	0.0%
Cc1ccc(Oc2c(C=O)c3ccccc3n2C)cc1	1%	6%	1.1%	34%	2.9%	61%	i	8%	0.3%
CCc1nnc(NS(=O)(=O)c2ccc(NC(=O)c3cc(Cl)ccc3Cl)cc2)s1	4%	4%	32%	-2%	-2.3%	-31%	i	28%[20 µM]	0.9%
Cc1[nH][nH]c(=O)c1C(c1ccc(N(C)C)c(Br)c1)c1c(C)[nH][nH]c1=O	5%	4%	-1.2%	4%	-0.5%	1%	i	16%	-0.1%

6 entries picked at random from the list so far, as already listed:
SMILES	NS5 inhibitors	AID2073	HIV fusion peptide	NOD2 inhibition	KOR beta-arrestin-1	NOD1 inhibition	Yfh1-depleted yeast	KOR beta-arrestin-2	West Nile antiviral	others
O=C(OCc1cnc(Cl)s1)c1cccc(Cl)c1	-1%	-12%	-3.7%	20%	-3.2%	.	i	-4%	0.0%
CCCCOc1ccccc1C(=O)NNC(=S)NC(=O)c1ccccc1[N+](=O)[O-]	7%	2%	11%	29%	-6.0%	-12%	.	-26%[20 µM]	-0.6%
O=C1Nc2ccc(Br)cc2C1(O)c1ccc(F)cc1 (configuration not stated)	-2%	48%	-0.5%	-9%	-3.2%	-11%	.	-25%	-0.4%
CC1CN=C(NC2CCCCC2C)S1 (configuration not stated)	0%	-14%	2.2%	15%	18%	-12%	i	27%	-0.2%
Cc1ccc(Oc2c(C=O)c3ccccc3n2C)cc1	1%	6%	1.1%	34%	2.9%	61%	i	8%	0.3%
O=C(C(=O)N1CCOCC1)c1cn(CC(=O)N2CCCCC2)c2ccccc12	0%	-2%	1.1%	6%	0.6%	-10%	.	-9%	0.0%

Next structures follow:
SMILES	NS5 inhibitors	AID2073	HIV fusion peptide	NOD2 inhibition	KOR beta-arrestin-1	NOD1 inhibition	Yfh1-depleted yeast	KOR beta-arrestin-2	West Nile antiviral	others
O=c1nc(SCc2c(F)cccc2Cl)nc(-c2ccc(Cl)cc2)[nH]1	-8%	16%	58%	22%	-1.0%	10%	i	-28%	0.1%
N#Cc1ccccc1NC(=S)NC(=O)c1cccs1	-19%	-3%	3.1%	-1%	-3.4%	-23%	.	-27%	0.3%
COc1cccc(NC(=S)N(CCc2nc3cc(C)c(C)cc3[nH]2)Cc2cccnc2)c1	-1%	-30%	-0.5%	-26%	3.3%	-10%	i	-42%	-0.2%
CC(=O)c1ccn(S(=O)(=O)c2ccccc2)c1	-4%	-2%	-1.3%	-7%	-0.8%	4%	i	-10%	-0.1%
CCOc1ccccc1C(=O)NC(C(=O)Nc1cccc(S(N)(=O)=O)c1)C(C)C (configuration not stated)	-2%	7%	-1.6%	3%	-0.9%	-28%	i	6%	-0.3%
CC1CCN(C(=O)CSc2nncn2-c2ccccn2)CC1	1%	11%	2.7%	-3%	2.4%	-18%	i	4%	-0.1%	NS5 inhibitors pilot replicate=-2.1
CCOc1ccc(NC(=O)c2nnn(CC(=O)Nc3ccccc3OCC)c2N)cc1	-4%	-8%	0.5%	-21%	-3.9%	-22%	i	1%	1.0%
COc1cccc(CN2CC(C(=O)NCCOc3ccccc3)CCC2=O)c1 (configuration not stated)	-2%	-2%	-0.9%	16%	-1.2%	-12%	.	-38%	-0.6%
O=S(=O)(NC1CCN(Cc2ccccc2)CC1)c1cccc(S(=O)(=O)N2CCOCC2)c1	2%	4%	4.5%	5%	2.7%	-15%	.	13%	.
O=c1[nH][nH]cc1C=Nc1ccc(Oc2ccccc2)cc1	27%	-1%	-0.7%	0%	-1.2%	-46%	i	-3%	-0.7%

Some of the compounds tested; the hit share may differ from the screen's.
